From PubChem BioAssay
KAT2A inh – blocks human GCN5L2 histone acetyltransferase. Q92830. GCN5L2 HAT assay, ThioGlo1 CoA-SH fluorescence. Potency, µM (top dose mostly 58.9 µM), without a hit: at the top dose activity change, negative = inhibition, usual class: inhibitors. actives 0.21% (n = 390,000)
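Fluorescence readout, Ex340nm/Em540nm: ThioGlo1 (50uM final) reacts with free CoA thiol released as 20nM GCN5L2 acetylates H3(1-25) peptide (75uM) using acetyl-CoA (70uM). Compound and enzyme sat 15 min beforehand; 20 min room-temperature reaction.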
DT40 TDP1 no CPT – qHTS for Inhibitors of human tyrosyl-DNA phosphodiesterase 1 (TDP1): qHTS in cells in absence of CPT; DT40 Tdp1-/- hTDP1 cells, no CPT, ATP luminescence, 48 h; Potency, µM (top dose mostly 46.2 µM), for inactives: at the top dose activity change, negative = growth inhibition, actives largely listed as inhibitors; actives 15% (n = 420,000); AID 686978, 2013; note: nearly all actives have a fitted effect of over 55% in size
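Luminescent ATP content (CellTiter-Glo) served as the growth readout. Knockout chicken DT40 cells expressing human TDP1 were exposed to compounds without camptothecin for a minimum 48 hr at 37 °C.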
TDP1 inh – TDP1 (human) enzyme inhibition; Q9NUW8; recombinant TDP1, AlphaScreen DNA substrate cleavage; Potency, µM (highest dose often 130 µM), inactives show top-dose activity change, negative = inhibition, most hits filed as inhibitors; actives 0.28% (n = 350,000); note: nearly all actives have a fitted effect of over 40% in size
Target sequence (Q9NUW8 whole entry, looked up): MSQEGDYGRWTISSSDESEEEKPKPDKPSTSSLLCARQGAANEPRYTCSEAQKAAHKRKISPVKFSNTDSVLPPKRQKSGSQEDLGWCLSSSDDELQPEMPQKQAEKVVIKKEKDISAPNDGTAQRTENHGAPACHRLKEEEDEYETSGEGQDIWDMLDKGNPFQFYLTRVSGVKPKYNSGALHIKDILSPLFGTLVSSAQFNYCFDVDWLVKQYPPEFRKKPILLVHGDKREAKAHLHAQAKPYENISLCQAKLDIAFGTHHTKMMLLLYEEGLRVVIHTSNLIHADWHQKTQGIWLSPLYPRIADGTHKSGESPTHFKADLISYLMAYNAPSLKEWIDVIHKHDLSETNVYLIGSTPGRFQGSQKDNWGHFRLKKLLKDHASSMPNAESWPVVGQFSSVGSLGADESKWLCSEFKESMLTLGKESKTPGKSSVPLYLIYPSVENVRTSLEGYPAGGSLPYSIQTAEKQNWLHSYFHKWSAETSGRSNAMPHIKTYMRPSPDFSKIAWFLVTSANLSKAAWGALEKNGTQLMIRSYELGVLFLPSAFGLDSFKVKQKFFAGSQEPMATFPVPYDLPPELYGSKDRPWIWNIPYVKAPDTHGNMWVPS
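Here, a 5' biotin and 3' phosphotyrosine-FITC DNA oligonucleotide reports Tdp1 activity: intact substrate bridges AlphaScreen beads, while cleavage leaves a 3' phosphate and drops signal. All incubations at room temperature.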
Active calls of the source: *; & = joins results of further samples; [ ] = another dose, or the depositor's remark. Calls come from the whole dose curve; as a rule, active = well fitted curve in the direction sought with a large enough effect; inconclusive = small, poorly fitted or top-dose-only effect, or another doubt; inactive = no such curve, though single readings can be large; an effect the other way counts as inactive or inconclusive. % is set by controls: 0 for no effect and ±100 for the full control effect; potency is the fitted concentration of half-maximal effect. Only part of the results is shown. The share of hits here may be higher or lower than overall.

Start of the data: the first 4 records, to show the layout:
For Fc1ccc(Cl)cc1-c1nc(Nc2ccncc2)c2nccnc2n1 the results were KAT2A inh -19% and TDP1 inh 4%.
For Clc1ccc(-c2csc3ncnc(Cl)c23)cc1 the results were KAT2A inh -5%, DT40 TDP1 no CPT 16µM* and TDP1 inh 5%.
For C=CCC1NS(=O)(=O)O[C@H](CCCC)[C@@H]1O (some centres undefined) the results were KAT2A inh -1% and DT40 TDP1 no CPT 2%.
`COc1ccc(CNC(=O)c2ccc(-c3nc(CSc4ccc(C)cc4)c(C)o3)cc2)c(OC)c1` gave KAT2A inh -3%, DT40 TDP1 no CPT inconclusive and TDP1 inh 3%.

Results, from the start:
For Fc1ccc(Cl)cc1-c1nc(Nc2ccncc2)c2nccnc2n1 the results were KAT2A inh -19% and TDP1 inh 4%.
For Clc1ccc(-c2csc3ncnc(Cl)c23)cc1 the results were KAT2A inh -5%, DT40 TDP1 no CPT 16µM* and TDP1 inh 5%.
For C=CCC1NS(=O)(=O)O[C@H](CCCC)[C@@H]1O (some centres undefined) the results were KAT2A inh -1% and DT40 TDP1 no CPT 2%.
`COc1ccc(CNC(=O)c2ccc(-c3nc(CSc4ccc(C)cc4)c(C)o3)cc2)c(OC)c1` gave KAT2A inh -3%, DT40 TDP1 no CPT inconclusive and TDP1 inh 3%.
O=c1oc(CCO)cc2ccc(C#Cc3ccsc3)cc12 was read as KAT2A inh -1%, DT40 TDP1 no CPT inconclusive and TDP1 inh -1%.
For Cc1ccc2c(c1)cc(CN(Cc1cccnc1)C(=O)c1ccccc1)c1nnnn12 the results were KAT2A inh -4%, DT40 TDP1 no CPT 0% and TDP1 inh 0%.
`Cc1nnc(NC(=O)CCC(=O)N2CCN(S(=O)(=O)c3cc([N+](=O)[O-])ccc3C)CC2)s1` gave KAT2A inh 1%, DT40 TDP1 no CPT -10% and TDP1 inh 2%.
Screening Cn1c(=O)c(-c2ccc(F)c(F)c2)nc2cncnc21 returned KAT2A inh -15% and DT40 TDP1 no CPT 3%.
`COc1ccc(NC(=O)c2sc3nc4c(cc3c2N)CCCCCC4)c(OC)c1` gave KAT2A inh -18% and DT40 TDP1 no CPT inconclusive.
For CCOC(=O)c1ccc(NC(=S)N(CCN2CCCCCC2)Cc2cccs2)cc1 the results were KAT2A inh -14%, DT40 TDP1 no CPT 15µM* and TDP1 inh 4%.
Screening CCC(=O)Oc1ccc(/C(CC)=C(\CC)c2ccc(OC(=O)CC)cc2)cc1 returned KAT2A inh -9%, DT40 TDP1 no CPT inconclusive and TDP1 inh 0%.
`O=C(CSc1nnnn1-c1ccc(F)cc1)Nc1nc2ccccc2s1` gave KAT2A inh -8%, DT40 TDP1 no CPT 0% and TDP1 inh 2%.
For O=C(NCC1CCCCC1)c1cccc(S(=O)(=O)N2CCCC2)c1 the results were KAT2A inh -3%, DT40 TDP1 no CPT inconclusive and TDP1 inh 1%.
Screening Cc1ccc(C(=O)c2ccccc2C(=O)OCC(=O)NC(=O)NC(C)(C)C)cc1 returned KAT2A inh inconclusive, DT40 TDP1 no CPT -26% and TDP1 inh 2%.
Screening O=C1OCCC1Sc1nnc(-c2cccs2)n1Cc1ccccc1 (centres undefined) returned KAT2A inh -1%, DT40 TDP1 no CPT -20% and TDP1 inh 6%.
`CCCn1c(N)c(N(CCOC)C(=O)c2cc3c(s2)CCC(CC)C3)c(=O)[nH]c1=O` (centres undefined) gave KAT2A inh -6%, DT40 TDP1 no CPT -19% and TDP1 inh -2%[56.1 µM].
For CCOC(=O)Cn1cc(C(=O)c2ccco2)c2ccccc21 the results were KAT2A inh -9%, DT40 TDP1 no CPT inconclusive and TDP1 inh 0%.
`Cc1ccc(C(=O)N/C(=C/c2ccccc2F)C(=O)NCCCn2ccnc2)cc1` gave KAT2A inh -24%, DT40 TDP1 no CPT 17% and TDP1 inh 4%.
Cn1c(=O)c2c(nc(NCCCO)n2CCc2ccccc2)n(C)c1=O was read as KAT2A inh -5%, DT40 TDP1 no CPT -30% and TDP1 inh 5%.
Screening CCOc1cc(Br)cc(/C=C2\SC(=Nc3ccccc3)NC2=O)c1O returned KAT2A inh -9% and DT40 TDP1 no CPT inconclusive.
`Cc1ccnc(NC(=O)c2cc(F)c(F)cc2Cl)n1` gave KAT2A inh -4%, DT40 TDP1 no CPT -13% and TDP1 inh 0%.
COCCNC(=O)CCc1c(C)nc2c(-c3ccc(F)cc3)c(C)nn2c1C was read as KAT2A inh -4%&-4%, DT40 TDP1 no CPT -23%&-3% and TDP1 inh 1%&4%.
Screening COc1cccc(N2CCN(C(=O)Nc3ccc4c(c3)NC(=O)CO4)CC2)c1 returned KAT2A inh -2%, DT40 TDP1 no CPT inconclusive and TDP1 inh -1%.
Screening COC(=O)c1cc(C(=O)NC(C)(C)CC(C)(C)C)cc([N+](=O)[O-])c1 returned KAT2A inh -2%, DT40 TDP1 no CPT inconclusive and TDP1 inh -5%.
COc1ccccc1Nc1ccc(NS(=O)(=O)c2ccc(C(C)=O)cc2)cc1 was read as KAT2A inh -9% and DT40 TDP1 no CPT 16µM*.
For Cc1nc2cc(NC(=O)Nc3cccc(F)c3)ccc2n1C the results were KAT2A inh 6% and DT40 TDP1 no CPT inconclusive.
`Cc1ccc[n+](CC(=O)Nc2c(Cl)cc(Cl)cc2Cl)c1` gave KAT2A inh -2%, DT40 TDP1 no CPT 1% and TDP1 inh -3%.
O=C(c1ccc(Cl)c(S(=O)(=O)N2CCOCC2)c1)N1CCN(c2ccccn2)CC1 was read as KAT2A inh -2%, DT40 TDP1 no CPT inconclusive and TDP1 inh 2%.
Screening COc1cc(OC)cc(C(=O)Nc2ccc3nc4c(c(Nc5ccc(OC)c(OC)c5)c3c2)CCCC4)c1 returned KAT2A inh -12%, DT40 TDP1 no CPT 23µM* and TDP1 inh 15%.
`CC(=O)N1CCc2cc(S(=O)(=O)NC(CC(C)C)C(=O)NCCc3ccccc3)ccc21` (centres undefined) gave KAT2A inh -4%, DT40 TDP1 no CPT 6% and TDP1 inh -5%.
For CCOC(=O)C1CCN(C(=S)NC2CCCC2)CC1 the results were KAT2A inh -6%, DT40 TDP1 no CPT 1% and TDP1 inh -5%.
`CCCCNc1c(-c2ccc(-c3ccc(C(C)=O)cc3)c(OC)c2)nc2cc(C)ccn12` gave KAT2A inh -11%, DT40 TDP1 no CPT 10µM* and TDP1 inh 0%.
`CCn1c(-c2ccc(F)cc2)cnc1SCC(=O)N1CCc2ccccc21` gave KAT2A inh -5% and TDP1 inh 0%.
For CCOC(=O)C1CCN(C(=O)c2cc3cc4cc(OC)ccc4nc3o2)CC1 the results were KAT2A inh -10%, DT40 TDP1 no CPT inconclusive and TDP1 inh 9%.
CC1=C(C(=O)Nc2ccccc2)C(c2ccccc2C)n2ncc(C(=O)Nc3ccccc3)c2N1 (centres undefined) was read as KAT2A inh -13%, DT40 TDP1 no CPT -74% and TDP1 inh 0%.
`CN(C)c1ccc(NC(=S)NC(=O)/C=C/c2ccco2)cc1` gave KAT2A inh 1%, DT40 TDP1 no CPT -23% and TDP1 inh 3%.
`CC1Cc2nc(SCC(=O)NCC3CCCO3)n(C)c(=O)c2S1` (centres undefined) gave KAT2A inh -4%, DT40 TDP1 no CPT -3% and TDP1 inh -2%.
Screening O=C(CCCC(=O)Nc1ccc(Br)cc1)N/N=C/c1ccccc1 returned KAT2A inh -3%, DT40 TDP1 no CPT -28% and TDP1 inh 5%.
Screening Cc1nnc(SCC(=O)NC2CCCCC2C)s1 (centres undefined) returned KAT2A inh inconclusive, DT40 TDP1 no CPT -6% and TDP1 inh -8%.
For CN=C1S/C(=C\c2cc(C)n(-c3ccccc3F)c2C)C(=O)N1C the results were KAT2A inh -7%, DT40 TDP1 no CPT 23µM* and TDP1 inh 12%.

Overlap with the part before: 4 compounds, followed by the next part.
`CC1Cc2nc(SCC(=O)NCC3CCCO3)n(C)c(=O)c2S1` (centres undefined) gave KAT2A inh -4%, DT40 TDP1 no CPT -3% and TDP1 inh -2%.
Screening O=C(CCCC(=O)Nc1ccc(Br)cc1)N/N=C/c1ccccc1 returned KAT2A inh -3%, DT40 TDP1 no CPT -28% and TDP1 inh 5%.
Screening Cc1nnc(SCC(=O)NC2CCCCC2C)s1 (centres undefined) returned KAT2A inh inconclusive, DT40 TDP1 no CPT -6% and TDP1 inh -8%.
For CN=C1S/C(=C\c2cc(C)n(-c3ccccc3F)c2C)C(=O)N1C the results were KAT2A inh -7%, DT40 TDP1 no CPT 23µM* and TDP1 inh 12%.
For Cc1cc2c(nc1C)CCCN2C[C@@H](C)O/N=C1/[C@H]2CCn3c(=O)n(-c4ccccc4)c(=O)n3[C@H]2[C@H](O)[C@@H]2O[C@H]12 the results were KAT2A inh -2%, DT40 TDP1 no CPT inconclusive and TDP1 inh 3%.
For Cc1cccc(N2C(=O)/C(=C/c3ccccn3)SC2=S)c1 the results were KAT2A inh -10%, DT40 TDP1 no CPT inconclusive and TDP1 inh 8%.
Screening Cc1nc(C(C)(C)O)n(-c2ccccc2)n1 returned KAT2A inh 3%, DT40 TDP1 no CPT 2% and TDP1 inh -2%.
Cc1cccc(N2C(=O)CSC2c2cccnc2)c1 (centres undefined) was read as KAT2A inh -3%, DT40 TDP1 no CPT 1% and TDP1 inh -4%.
`Cc1ccc(NC(=O)CN(C)C(=O)COc2cccc3ccc(C)nc23)cc1` gave KAT2A inh -5%, DT40 TDP1 no CPT -18% and TDP1 inh 1%.
For CC1CCCC(C)N1CCNC(=O)C1CCN(S(=O)(=O)N2CCCCC2)CC1 (centres undefined) the results were KAT2A inh 0%, DT40 TDP1 no CPT -10% and TDP1 inh 3%.
For CCCCn1cnc2c(c(-c3ccccc3)c(-c3ccccc3)n2Cc2ccco2)c1=N the results were KAT2A inh -4%, DT40 TDP1 no CPT -16% and TDP1 inh 5%.
CCC(C)(C)n1nnnc1C(C(C)C)N1CCSCC1 (centres undefined) was read as KAT2A inh -9%, DT40 TDP1 no CPT -11% and TDP1 inh 2%.
For CCC(=O)NNc1cccc(Cl)n1 the results were KAT2A inh -5%, DT40 TDP1 no CPT -5% and TDP1 inh 6%.
O=C(N=C1SC2CS(=O)(=O)CC2N1c1ccccc1)C1CCCCC1 (centres undefined) was read as KAT2A inh -4%, DT40 TDP1 no CPT -6% and TDP1 inh 0%.
Screening CCOc1ccc(/C=N/NC(=O)C(C)Sc2ccccn2)cc1OCC (centres undefined) returned KAT2A inh -1%, DT40 TDP1 no CPT inconclusive and TDP1 inh 2%.
`CN(C(=O)c1cc2c(=O)oc3ccccc3c2s1)c1ccc(F)cc1` gave KAT2A inh 1%, DT40 TDP1 no CPT -19% and TDP1 inh 6%.
COc1ccc(/C=N/NC(=O)c2cc3c(ccc4ccccc43)o2)cc1OC was read as KAT2A inh -7%, DT40 TDP1 no CPT inconclusive and TDP1 inh 1%.
Screening O=C(NC1CCSc2ccccc21)c1cc([N+](=O)[O-])ccc1N1CCOCC1 (centres undefined) returned KAT2A inh -8%, DT40 TDP1 no CPT inconclusive and TDP1 inh 7%.
`COc1cccc(CNC(=O)COC(=O)c2cccc(S(=O)(=O)N3CCCC3)c2)c1` gave KAT2A inh -5%, DT40 TDP1 no CPT -5% and TDP1 inh 5%.
For CCOC(=O)COc1nc(-c2ccc(C)cc2)cc(-c2ccco2)c1C#N the results were KAT2A inh -1% and DT40 TDP1 no CPT -21%.
Screening CC(C)c1nc2oc3c(N(C)CCO)ncnc3c2c2c1CCC2 returned KAT2A inh -1%, DT40 TDP1 no CPT inconclusive and TDP1 inh 7%.
Screening N#CC[C@H](Cc1ccccc1)N1CC[C@@H](O)CCC1=O returned KAT2A inh inconclusive and DT40 TDP1 no CPT -3%&10%.
Screening CCc1ccc(C2CC(c3ccc(Cl)cc3)=NNC2=O)cc1 (centres undefined) returned KAT2A inh -9%, DT40 TDP1 no CPT inconclusive and TDP1 inh 7%.
Screening COc1ccc(N=C2NC(=O)C(CO)(CO)S2)cc1 returned KAT2A inh -1% and DT40 TDP1 no CPT -2%.
`COc1ccc(OS(=O)(=O)c2ccc(N3C(=O)CCC3=O)cc2)cc1` gave KAT2A inh -1%, DT40 TDP1 no CPT 0% and TDP1 inh 15%.
`Clc1ccc(-c2ccn[nH]2)cc1` gave KAT2A inh -3%, DT40 TDP1 no CPT -7% and TDP1 inh 8%.
For O=C(N/N=C/c1cccnc1)c1cc(O)c(O)c(O)c1 the results were KAT2A inh -20% and DT40 TDP1 no CPT inconclusive.
O=C(O)CC(CC(=O)NCC(O)c1ccccc1)c1ccccc1 (centres undefined) was read as KAT2A inh -10% and DT40 TDP1 no CPT 3%.
Screening C=CCNc1nc(C)nc(OC)n1 returned KAT2A inh 1%, DT40 TDP1 no CPT 7% and TDP1 inh 1%.
Cc1nc(-c2ccc(Cl)cc2)sc1C1(C)CC(c2ccc(F)cc2)=NO1 (centres undefined) was read as KAT2A inh 1% and DT40 TDP1 no CPT -10%.
